High-throughput results: PubChem, several laboratories
p97 ATPase inh – inhibitors of human p97 ATPase, primary screen, biochemical | AID 1481, 2009 | recombinant p97 ATPase, Kinase-Glo ATP luminescence, 3 h | 220,000 compounds, 0.42% hits | inhibition, % at 8 µM | Transitional endoplasmic reticulum ATPase (Homo sapiens), P55072; in the data active = inhibition above about 15%;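 also: 0% = DMSO vehicle and 100% = wells lacking enzyme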
EP2 mod – EP2 receptor modulators, cAMP readout, primary screen, cell-based, HTRF cAMP, PGE2 stimulation; Prostaglandin E2 receptor EP2 subtype (Homo sapiens), P43116; EP2-expressing cells, cAMP HTRF FRET, PGE2 co-stimulation; induction, % at 25 µM; 260,000 compounds, 0.83% hits;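 active = compounds whose cAMP rise, as percent of the full-agonist control response, exceeds 60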;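 also: rat C6 glioma line stably carrying human EP2 under a CMV promoter; the protocol text gives 20 µM as final concentration; 100% = response of wells given 1 µM PGE2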
Target sequence (P43116 whole entry, looked up): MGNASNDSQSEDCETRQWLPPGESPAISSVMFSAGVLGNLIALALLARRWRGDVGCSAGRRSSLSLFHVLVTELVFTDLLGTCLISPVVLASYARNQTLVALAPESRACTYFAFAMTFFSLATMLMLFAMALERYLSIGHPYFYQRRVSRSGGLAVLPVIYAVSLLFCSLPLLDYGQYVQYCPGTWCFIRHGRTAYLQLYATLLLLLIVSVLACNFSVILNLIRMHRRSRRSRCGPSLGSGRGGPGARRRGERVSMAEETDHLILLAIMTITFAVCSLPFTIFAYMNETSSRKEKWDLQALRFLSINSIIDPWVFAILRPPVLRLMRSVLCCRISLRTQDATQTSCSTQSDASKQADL
NPY-Y1 antag – NPY-Y1 receptor antagonists, primary screen, cell-based; HEK293-CNG Y1 cells, membrane potential fluorescence; NPY at EC95, then isoproterenol; inhibition, % at 3.6 µM; 200,000 compounds, 1% hits; AID 1040, 2008;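 active = inhibition above the campaign mean inhibition of all tested compounds plus 3 SD, cut at about 20% in these data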;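 also: 0% = DMSO wells given NPY plus isoproterenol and 100% = isoproterenol alone without NPY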
Target sequence (P25929 whole entry, looked up): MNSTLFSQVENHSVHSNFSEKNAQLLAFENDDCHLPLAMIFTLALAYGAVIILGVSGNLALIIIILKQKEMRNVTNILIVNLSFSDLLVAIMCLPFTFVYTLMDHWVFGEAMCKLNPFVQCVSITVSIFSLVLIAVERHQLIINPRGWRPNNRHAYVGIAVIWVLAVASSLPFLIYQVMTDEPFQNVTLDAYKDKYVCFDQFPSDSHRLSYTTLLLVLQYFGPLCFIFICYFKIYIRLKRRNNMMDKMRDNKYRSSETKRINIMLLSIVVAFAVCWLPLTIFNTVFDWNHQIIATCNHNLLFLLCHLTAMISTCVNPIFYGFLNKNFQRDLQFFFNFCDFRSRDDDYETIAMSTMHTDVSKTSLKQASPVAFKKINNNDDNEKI
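material = HEK293 cells with Y1 receptor plus CNG channel | also added = NPY 25 nM then isoproterenol 1 µM plus Ro 20-1724 25 µM | schedule = dye 3 h, compound 60 min room temperature, stimulation 45 min | measured by = membrane potential fluorescence | benchmarks = high control isoproterenol alone, low control NPY with isoproterenol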
NPY-Y1 PAM-ag – NPY-Y1 receptor potentiators or agonists, primary screen, cell-based; activation, % at 3.6 µM; Neuropeptide Y receptor type 1 (Homo sapiens), P25929; NPY-Y1 expressing cells, potentiator/agonist activation; 220,000 compounds, 0.37% hits; AID 1304, 2008; in the data active = activation above about 33%, passing the limit was not always enough;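 also: cells stimulated with NPY at EC10 then isoproterenol at EC100; 0% = low agonist plus stimulus and 100% = saturating agonist plus stimulus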
eIF4E 4G PPI – eIF4E–eIF4G protein interaction inhibitors, primary screen, biochemical, uHTS, TR-FRET, eIF4GI fragment; 220,000 compounds, 0.37% hits; TR-FRET eIF4E-eIF4GI(517-606) binding, 2 h; inhibition, % at 21.7 µM; Eukaryotic translation initiation factor 4E (Mus musculus) + Eukaryotic translation …; AID 782, 2007;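 active = inhibition above about 30%, limit read from the data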;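 also: 0% = full FRET control wells and 100% = background wells lacking eIF4GI fragment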
S1P4 ag – S1P4 receptor agonists, primary screen, cell-based. Sphingosine 1-phosphate receptor 4 (Homo sapiens), O95977. S1P4-expressing cell line, agonist reporter assay. activation, % at 4.98 µM. 220,000 compounds, 0.35% hits. AID 1509, 2009; in the data active = activation above about 11%;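 also: 0% = DMSO vehicle and 100% = reference agonist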
S1P4 antag – S1P4 receptor antagonists, primary screen, cell-based. Sphingosine 1-phosphate receptor 4 (Homo sapiens), O95977. S1P4-expressing cells, antagonist mode, reporter read-out. inhibition, % at 4.98 µM. 220,000 compounds, 0.26% hits. AID 1510, 2009; in the data active = inhibition above about 29%;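 also: 0% = wells stimulated with agonist and 100% = vehicle wells without agonist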
PGE2 EP2 inh – human EP2 receptor antagonists, primary screen, TR-FRET cAMP, C6 glioma cells | Prostaglandin E2 receptor EP2 subtype (Homo sapiens), P43116 | C6 glioma cells expressing human EP2; cells stimulated with saturating PGE2 | inhibition, % at 25 µM | 260,000 compounds, 0.52% hits | AID 1422, 2008;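 active = percent inhibition above 40 after rounding to a whole number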;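 also: rat C6 glioma host cells with rolipram phosphodiesterase inhibitor present; the protocol text gives 20 µM as final concentration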
NPY-Y2 PAM-ag – NPY-Y2 potentiators or agonists, primary screen, cell-based | cells expressing NPY-Y2, potentiator/agonist read-out | activation, % at 3.6 µM | 220,000 compounds, 0.45% hits; in the data active = activation above about 27%;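 also: cells stimulated with NPY near EC25 plus isoproterenol at EC100; 0% = vehicle plus submaximal agonist and 100% = vehicle plus saturating agonist; some results beyond the cut were filed as inactive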
* hit, by the source's call; [ ] = dose if it differs, or a comment. These rows are one share of the data; rates above refer to the full screens.

`O=C(c1scc2c1CCCC2)N1CCCCC1` gave p97 ATPase inh 0, EP2 mod 15, NPY-Y1 antag -3, NPY-Y1 PAM-ag 5, eIF4E 4G PPI -8, S1P4 ag -0.6, S1P4 antag -3, PGE2 EP2 inh 13 and NPY-Y2 PAM-ag -1.
For O=C(Cn1cnc2scc(-c3ccc(Br)cc3)c2c1=O)N1CCOCC1 the results were p97 ATPase inh -2, EP2 mod -34, NPY-Y1 antag 0, NPY-Y1 PAM-ag -2, eIF4E 4G PPI 1, S1P4 ag 0.5, S1P4 antag -4, PGE2 EP2 inh 7 and NPY-Y2 PAM-ag 3.
CC(=O)C(Sc1ccc2nnc(-c3cccnc3)n2n1)C(C)=O was read as p97 ATPase inh 2, EP2 mod 14, NPY-Y1 antag 1, NPY-Y1 PAM-ag 1, eIF4E 4G PPI -3, S1P4 ag 2.5, S1P4 antag -13, PGE2 EP2 inh 6 and NPY-Y2 PAM-ag 4.
CCN(CCCNC(=O)CC(C(=O)N1CCc2ccccc21)n1ccnc1)c1ccccc1 (stereo unspecified) was read as p97 ATPase inh -10, EP2 mod 9, NPY-Y1 antag -5, NPY-Y1 PAM-ag 11, eIF4E 4G PPI 11, S1P4 ag -0.4, S1P4 antag 8, PGE2 EP2 inh 3 and NPY-Y2 PAM-ag -12.
COc1cc(Nc2ccc(C(=O)O)cc2[N+](=O)[O-])cc(OC)c1 was read as p97 ATPase inh -3, EP2 mod 9, NPY-Y1 antag 2, NPY-Y1 PAM-ag -26, eIF4E 4G PPI 1, S1P4 ag 1.0, S1P4 antag 2, PGE2 EP2 inh 8 and NPY-Y2 PAM-ag -5.
For CCCC(NC(=S)NCC1CCCO1)C12CC3CC(CC(C3)C1)C2 (stereo unspecified) the results were p97 ATPase inh -8, EP2 mod 20, NPY-Y1 antag 6, NPY-Y1 PAM-ag -3, eIF4E 4G PPI -4, S1P4 ag 1.6, S1P4 antag -10, PGE2 EP2 inh 2 and NPY-Y2 PAM-ag -5.
For CCCCS(=O)(=O)NC1=NCN(C2CCN(Cc3ccccc3)CC2)CN1 the results were p97 ATPase inh 2, NPY-Y1 antag -3, NPY-Y1 PAM-ag -7, S1P4 ag -0.5, S1P4 antag -19 and NPY-Y2 PAM-ag 10.
`CCOC(=O)C1CCN(C(=O)c2cc3ccccc3oc2=O)CC1` gave p97 ATPase inh -1, EP2 mod 6, NPY-Y1 antag -2, NPY-Y1 PAM-ag -1, eIF4E 4G PPI -4, S1P4 ag 1.2, S1P4 antag -8, PGE2 EP2 inh 1 and NPY-Y2 PAM-ag -21.
`CCOc1ccc(C=NC23CN4CN(CN(C4)C2)C3)cc1` gave p97 ATPase inh 4, EP2 mod -1, NPY-Y1 antag 0, NPY-Y1 PAM-ag -7, eIF4E 4G PPI 4, S1P4 ag 2.7, S1P4 antag -12, PGE2 EP2 inh 8 and NPY-Y2 PAM-ag -7.
Screening Nc1ccccc1C(=O)Nc1cccc(C(=O)O)c1 returned p97 ATPase inh 4, EP2 mod 4, NPY-Y1 antag -2, NPY-Y1 PAM-ag 20, eIF4E 4G PPI 1, S1P4 ag 1.1, S1P4 antag -20, PGE2 EP2 inh 17 and NPY-Y2 PAM-ag -3.
Screening Cn1c(O)c(N=NC(=N)N)c2ccccc21 returned p97 ATPase inh 7, EP2 mod -12, NPY-Y1 PAM-ag 2, eIF4E 4G PPI 0, S1P4 ag 0.4, S1P4 antag -2, PGE2 EP2 inh 13 and NPY-Y2 PAM-ag -7.
CSCCC(NC(=O)c1ccccc1)C(=O)OCC(=O)c1ccc[nH]1 (stereo unspecified) was read as p97 ATPase inh 2, EP2 mod 1, NPY-Y1 antag 6, NPY-Y1 PAM-ag 10, eIF4E 4G PPI 14, S1P4 ag 1.8, S1P4 antag -30, PGE2 EP2 inh 4 and NPY-Y2 PAM-ag -2.
`COc1ccc(CCNS(=O)(=O)c2ccc(S(=O)(=O)N3CCCC3)cc2)cc1OC` gave p97 ATPase inh -1, EP2 mod -11, NPY-Y1 antag 1, NPY-Y1 PAM-ag 4, S1P4 ag -0.4, S1P4 antag -15, PGE2 EP2 inh 8 and NPY-Y2 PAM-ag 6.
CCOc1ccc2ccccc2c1CNCCN1CCOCC1 was read as p97 ATPase inh 4, EP2 mod 1, NPY-Y1 antag -3, NPY-Y1 PAM-ag 13, eIF4E 4G PPI -4, S1P4 ag 0.0, S1P4 antag 12, PGE2 EP2 inh 3 and NPY-Y2 PAM-ag 0.
O=C(COC(=O)c1ccc([N+](=O)[O-])o1)Nc1cccc(S(=O)(=O)N2CCOCC2)c1 was read as p97 ATPase inh -2, EP2 mod -8, NPY-Y1 antag 3, NPY-Y1 PAM-ag -18, eIF4E 4G PPI 7, S1P4 ag 0.3, S1P4 antag -16, PGE2 EP2 inh 4 and NPY-Y2 PAM-ag 3.

Looked up by structure from above, 2 records:
For CCCC(NC(=S)NCC1CCCO1)C12CC3CC(CC(C3)C1)C2 (stereo unspecified) the results were p97 ATPase inh -8, EP2 mod 20, NPY-Y1 antag 6, NPY-Y1 PAM-ag -3, eIF4E 4G PPI -4, S1P4 ag 1.6, S1P4 antag -10, PGE2 EP2 inh 2 and NPY-Y2 PAM-ag -5.
CSCCC(NC(=O)c1ccccc1)C(=O)OCC(=O)c1ccc[nH]1 (stereo unspecified) was read as p97 ATPase inh 2, EP2 mod 1, NPY-Y1 antag 6, NPY-Y1 PAM-ag 10, eIF4E 4G PPI 14, S1P4 ag 1.8, S1P4 antag -30, PGE2 EP2 inh 4 and NPY-Y2 PAM-ag -2.

Remaining list, next part
`CCN1C(=O)/C(=C/N(C(C)=O)c2ccccc2)N(c2ccccc2)C1=S` gave p97 ATPase inh -1, EP2 mod -7, NPY-Y1 antag 8, NPY-Y1 PAM-ag 0, eIF4E 4G PPI 3, S1P4 ag 1.1, S1P4 antag 6, PGE2 EP2 inh 23 and NPY-Y2 PAM-ag -14.
For COc1ccccc1CC(=O)Nc1ccc(F)cc1F the results were p97 ATPase inh -4, EP2 mod -9, NPY-Y1 antag 1, NPY-Y1 PAM-ag 6, eIF4E 4G PPI -3, S1P4 ag -1.0, S1P4 antag -6, PGE2 EP2 inh 6 and NPY-Y2 PAM-ag 1.
Cc1ccc(OC(=O)C(F)(F)F)c2c1NCCC2 was read as p97 ATPase inh 2, EP2 mod -10, NPY-Y1 antag 3, NPY-Y1 PAM-ag 17, eIF4E 4G PPI -3, S1P4 ag 0.4, S1P4 antag -7, PGE2 EP2 inh 12 and NPY-Y2 PAM-ag -5.
For CCOc1ccc(-c2c(C(=O)N/N=C/c3ccc(C)cc3)nnn2-c2nonc2N)cc1 the results were p97 ATPase inh 6, EP2 mod 8, NPY-Y1 PAM-ag 23, eIF4E 4G PPI -7, S1P4 ag 0.2, S1P4 antag 2, PGE2 EP2 inh 5 and NPY-Y2 PAM-ag 16.
COc1ccc(CN(CC2CCCO2)C(=O)CN2C(=O)COc3ccccc32)cc1OC (stereo unspecified) was read as p97 ATPase inh 3, EP2 mod -8, NPY-Y1 antag 3, NPY-Y1 PAM-ag -7, eIF4E 4G PPI -2[fluorescence artefact?], S1P4 ag 0.5, S1P4 antag -7, PGE2 EP2 inh 9 and NPY-Y2 PAM-ag 5.
For CCCCNC(=O)C1C2C=CC(C2)C1C(=O)O (stereo unspecified) the results were p97 ATPase inh 8, EP2 mod -5, NPY-Y1 antag 4, NPY-Y1 PAM-ag -9, eIF4E 4G PPI 8, S1P4 ag -1.3, S1P4 antag -14, PGE2 EP2 inh 6 and NPY-Y2 PAM-ag 0.
Screening O=C(Nc1ccccc1)c1cccc(S(=O)(=O)NCc2ccco2)c1 returned p97 ATPase inh -7, EP2 mod -9, NPY-Y1 antag -4, NPY-Y1 PAM-ag -7, eIF4E 4G PPI -5, S1P4 ag -1.3, S1P4 antag -3, PGE2 EP2 inh 7 and NPY-Y2 PAM-ag -6.
COc1ccc([N+](=O)[O-])cc1NC(=O)CCC(=O)c1cccs1 was read as p97 ATPase inh 2, EP2 mod -26, NPY-Y1 antag 1, NPY-Y1 PAM-ag 9, eIF4E 4G PPI -1, S1P4 ag -1.9, S1P4 antag -6, PGE2 EP2 inh 6 and NPY-Y2 PAM-ag -3.
For COc1ccc2c(c1)CCN(C(=O)CCl)C2C1C(=O)CCCC1=O (stereo unspecified) the results were p97 ATPase inh 0, EP2 mod 26, NPY-Y1 antag 1, NPY-Y1 PAM-ag -4, eIF4E 4G PPI 3, S1P4 ag 1.5, S1P4 antag -42, PGE2 EP2 inh 8 and NPY-Y2 PAM-ag 0.
Screening Cc1cccc2c1CC(C)(C)N=C2C1=C(O)CC(C)(C)CC1=O returned p97 ATPase inh 0, EP2 mod 16, NPY-Y1 antag -1, NPY-Y1 PAM-ag 17, eIF4E 4G PPI 3, S1P4 ag -0.3, S1P4 antag -4, PGE2 EP2 inh 8 and NPY-Y2 PAM-ag 76*.
COc1ccc(-c2csc(/C(C#N)=C(\O)CSc3nccn3C)n2)cc1OC was read as p97 ATPase inh 3, EP2 mod 4, NPY-Y1 antag 0, NPY-Y1 PAM-ag -11, eIF4E 4G PPI 0, S1P4 ag 1.3, S1P4 antag -8, PGE2 EP2 inh 8 and NPY-Y2 PAM-ag 10.
`Clc1ccc2c(c1)C(N1CCNCC1)Cc1ccccc1S2` (stereo unspecified) gave p97 ATPase inh -1, EP2 mod 0, NPY-Y1 antag 4, NPY-Y1 PAM-ag 1, eIF4E 4G PPI -1, S1P4 ag -0.3, S1P4 antag 8 and NPY-Y2 PAM-ag 2.
`O=[N+]([O-])/C(C(Cl)=C(Cl)Cl)=C(/Sc1ccccc1)N1CCCCC1` gave p97 ATPase inh 9, EP2 mod 31, NPY-Y1 PAM-ag -3, eIF4E 4G PPI 0, S1P4 ag 0.2, S1P4 antag 3, PGE2 EP2 inh 14 and NPY-Y2 PAM-ag 2.
`CC(C)(C)c1nc(CN2CCCCC2)cc(CN2CCCCC2)c1O` gave p97 ATPase inh 2, EP2 mod -1, NPY-Y1 antag 0, NPY-Y1 PAM-ag 23, eIF4E 4G PPI 9, S1P4 ag -0.5, S1P4 antag 0, PGE2 EP2 inh 15 and NPY-Y2 PAM-ag -3.

Structures from the list above that have two or more sulfur atoms (two):
`COc1ccc(CCNS(=O)(=O)c2ccc(S(=O)(=O)N3CCCC3)cc2)cc1OC` gave p97 ATPase inh -1, EP2 mod -11, NPY-Y1 antag 1, NPY-Y1 PAM-ag 4, S1P4 ag -0.4, S1P4 antag -15, PGE2 EP2 inh 8 and NPY-Y2 PAM-ag 6.
COc1ccc(-c2csc(/C(C#N)=C(\O)CSc3nccn3C)n2)cc1OC was read as p97 ATPase inh 3, EP2 mod 4, NPY-Y1 antag 0, NPY-Y1 PAM-ag -11, eIF4E 4G PPI 0, S1P4 ag 1.3, S1P4 antag -8, PGE2 EP2 inh 8 and NPY-Y2 PAM-ag 10.
